Screening data: PubChem BioAssay, several laboratories
CatB mix inh: human cathepsin B inhibition by mixtures; P07858; Purified cathepsin B, AMC dipeptide fluorescence, compound mixtures; inhibition, %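 (ten-compound pools at 5 µM per compound and 50 µM total)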; actives 0.06% (n = 62,000); AID 488; in the data active means inhibition above about 22%, passing the limit was not always enough;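 further: 0% = enzyme without compound and 100% = no enzyme blank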
CatL block: inhibitors of human cathepsin L. inhibition, %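 (tested at 10 µM)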. purified cathepsin L, fluorogenic substrate, fluorescence. actives 0.17% (n = 58,000); in the data active means inhibition above about 45%;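 further: 0% = enzyme with no compound and 100% = no enzyme blank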
FXIa mix inh: factor XIa (human) inhibition, mixture screen; P03951; purified FXIa, fluorogenic substrate, pooled mixtures; inhibition, % at 5 µM; actives 0.19% (n = 62,000); AID 680;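 further: each value is inhibition by a whole ten-compound pool holding the compound; 0% = enzyme with no mixture and 100% = wells lacking enzyme; strong numbers were not always called active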
CatS inh: inhibitors of human cathepsin S | AID 501 | recombinant cathepsin S, AMC dipeptide fluorescence, pooled mixtures | actives 0.06% (n = 62,000) | P25774 | inhibition, %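 (tested at 5 µM per compound within 10-compound mixtures)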; in the data active means inhibition above about 32%, passing the limit was not always enough;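 further: 0% = enzyme without compound and 100% = blank without enzyme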
CatB block: blocks human cathepsin B protease activity. actives 0.1% (n = 63,000). P07858. inhibition, %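 (tested at 10 µM)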. purified cathepsin B, fluorogenic substrate, fluorescence; in the data active means inhibition above about 21%;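 further: 0% = enzyme with no compound and 100% = no enzyme blank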
Abs 340nm: compounds absorbing at 340 nm. 65,000 tested, under 10 active. AID 708. compound absorbance at 340 nm, fold over control. fold change at 10 µM;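 active means at 10 µM dose, initial 340 nm absorbance at least 2 fold that of control wells; inactive means change under 2 fold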;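 further: initial absorbance extrapolated from kinetic A340 decline of NADH oxidation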
FXIIa inh mix: factor XIIa (human) inhibition, mixture screen; P00748; purified FXIIa, fluorogenic substrate, pooled mixtures; inhibition, % at 5 µM; actives 0.2% (n = 62,000); AID 684;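 further: 0% = enzyme without compound and 100% = no enzyme blank; some results filed as inactive read as strong as hits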
Target sequence (P00748 20-372 limits assumed): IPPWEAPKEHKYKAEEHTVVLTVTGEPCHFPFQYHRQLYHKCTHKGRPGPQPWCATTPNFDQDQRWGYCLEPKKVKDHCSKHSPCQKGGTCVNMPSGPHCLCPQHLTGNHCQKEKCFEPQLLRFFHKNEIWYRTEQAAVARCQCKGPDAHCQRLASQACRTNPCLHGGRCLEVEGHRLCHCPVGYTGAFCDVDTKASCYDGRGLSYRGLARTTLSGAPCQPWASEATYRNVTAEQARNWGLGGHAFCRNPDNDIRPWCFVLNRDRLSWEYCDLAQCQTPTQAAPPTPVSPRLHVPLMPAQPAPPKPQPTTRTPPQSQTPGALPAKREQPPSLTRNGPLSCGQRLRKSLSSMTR
Target sequence (P00748 373-615 limits assumed): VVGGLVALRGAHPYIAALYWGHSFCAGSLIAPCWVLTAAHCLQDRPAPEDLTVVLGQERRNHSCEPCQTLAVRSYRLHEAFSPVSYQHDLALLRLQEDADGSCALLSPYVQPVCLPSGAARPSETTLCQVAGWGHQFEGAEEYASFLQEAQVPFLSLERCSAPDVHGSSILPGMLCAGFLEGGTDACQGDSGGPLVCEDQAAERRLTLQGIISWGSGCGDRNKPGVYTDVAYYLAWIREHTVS
C1s block: blocks human complement C1s protease activity; P09871; purified C1s, fluorogenic AMC substrate, pooled mixtures; mean inhibition % of two 10-compound mixtures (hits give high values), % at 5 µM (by protocol); actives 0.16% (n = 62,000); AID 538;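 active means inhibition above 20% in each of the two 10-compound mixture wells holding the compound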;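 further: 0% = enzyme wells lacking compound mixture and 100% = no-enzyme blank wells; some compounds called inactive have numbers as strong as hits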
Cathepsin G inh: blocks human cathepsin G enzyme activity; purified enzyme, AMC-tetrapeptide fluorescence, pooled mixtures; actives 0.2% (n = 62,000); AID 581; P08311; inhibition, % at 5 µM (by protocol);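 active means inhibition above 20% in each of the two mixture wells holding the compound; inactive means inhibition of 20% or less in either well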;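 further: 0% = enzyme control without mixture and 100% = blank lacking enzyme; strong numbers were not always called active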
Target sequence (P08311 21-244 limits assumed): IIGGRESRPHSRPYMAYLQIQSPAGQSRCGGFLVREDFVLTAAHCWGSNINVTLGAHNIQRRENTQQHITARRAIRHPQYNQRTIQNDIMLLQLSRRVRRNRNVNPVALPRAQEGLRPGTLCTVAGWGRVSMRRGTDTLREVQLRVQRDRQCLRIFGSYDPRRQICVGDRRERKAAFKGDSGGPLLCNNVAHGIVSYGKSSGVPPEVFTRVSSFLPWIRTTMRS
Active calls of the source: *; / = not tested or not shown. Unless noted, no stated cut-off is given here; in the data, active means inhibition above about 20% (passing the limit was not always enough); inactive means the rest. An excerpt; the hit share may differ from the screen's.

Value order: CatB mix inh, CatL block, FXIa mix inh, CatS inh, CatB block, Abs 340nm, FXIIa inh mix, C1s block, Cathepsin G inh
- CCOCCn1c(N2CCN(c3ccccc3)CC2)nc2c1c(=O)n(C)c(=O)n2C
→ -2, 7, 7, 5, -3, 1.1, 1, 5, 12
- CC(C)Oc1ccc(C2CC(=O)N(c3cccc(C(=O)O)c3)C2=O)cc1 (stereo not given)
→ 5, -10, 2, 28, 3, 1, 4, -6, -9
- CCc1ccc(N(CC(=O)NC)S(C)(=O)=O)cc1
→ -2, 15, 8, 5, -1, 1, 6, -7, 1
- COc1cccc(C(c2sc3ncnn3c2O)N2CCc3ccccc3C2)c1 (stereo not given)
→ -1, /, 5, -7, -1, 1.1, 0, -43, -4
- COc1ccc(OC)c(NC(=O)CSc2nnc(C)n2Cc2ccccc2)c1
→ -2, 31, 6, -8, 4, 1, 3, 19, 39
- O=CN1CC(=O)N(c2ccccc2)c2c([nH]c3ccccc23)C1
→ 2, -7, 5, -9, 2, 1, -20, 6, 8
- COc1cc(S(=O)(=O)N2CCN(C)CC2)c(OC)cc1Br
→ 3, 16, 1, 10, 0, 1, 2, -4, 10
- FC(F)(F)c1cccc(N2CCN(Cc3cccnc3)CC2)c1
→ -12, 2, -1, -8, 1, 1, 9, -7, 9
- Cc1cc(=O)[nH]c(SCc2cc(Cl)ccc2OC(F)F)n1
→ 1, 12, 4, 14, 2, 0.98, 0, -19, 8
- COC(=O)c1nc2cc(C)ccn2c1F
→ -1, -4, 4, 1, 0, 1.1, 4, -14, -12
- CCOC(=O)N1CCN(C(=O)c2cnc(Nc3ccccc3OC)c3ccccc23)CC1
→ 8, -6, 8, -5, -7, 1.2, 12, -27, 0
- Cc1ccc(CCN2CC(C(=O)NCCCN3CCOCC3)CC2=O)cc1 (stereo not given)
→ 6, -3, 7, -6, -1, 0.98, 2, 16, 8
- Cc1noc(C)c1C(=O)Nc1nnc(-c2ccccc2)s1
→ 4, -4, 2, -1, 0, 1.1, 2, 2, 10
- Clc1ccc(OCCCc2nc(-c3cccnc3)no2)c(Cl)c1
→ 0, 10, -5, 6, 4, 0.98, -20, -33, 3
- CCSc1nnc(NC(=O)C(CC)Oc2ccccc2)s1 (stereo not given)
→ -5, 4, -10, -6, 3, 0.81, 3, -25, -10
- O=C1C(C=Nc2ccccc2O)=C(O)c2ccccc21
→ 2, -4, 4, -1, 1, 1.1, 14, -4, 7
- O=C(CCSc1ccccc1)N1CCN(C(=O)c2ccco2)CC1
→ -17, -2, -21, -24, 1, 0.98, -15, -52, -14
- CC(C)(C)NC(=O)C(c1ccco1)N(C(=O)Cn1nnc(-c2ccc(F)cc2)n1)c1cccc(F)c1 (stereo not given)
→ 4, 16, -4, 1, 1, 1, -10, 10, 6
- COc1ccc(Br)cc1-c1noc(-c2ccccc2)n1
→ 3, 8, 5, 0, 3, 0.98, 2, 11, 12
- CCOC(=O)c1c(C)c(C(=O)NCCN2CCOCC2)c(C)n1CC
→ 1, -5, 0, 5, -7, 1, 3, -17, -5
- CC(C(=O)N1c2ccccc2Sc2ccccc21)n1nnc(-c2cccs2)n1 (stereo not given)
→ 7, 4, 2, 0, 1, 1, -3, -16, -1
- COc1ccc(-n2c(=O)cc(N3CC(C)OC(C)C3)[nH]c2=O)cc1 (stereo not given)
→ 4, 17, 10, 16, 6, 1, 3, -2, -2
- CC(C)C(OC(=O)c1cc2sccc2n1C)C(=O)NCC1CCCO1 (stereo not given)
→ -1, -1, -8, 6, 5, 0.99, 2, -40, -12
- NS(=O)(=O)c1cc2c(cc1Cl)NCNS2(=O)=O
→ 5, 3, 3, 0, /, 1, 0, 17, 12
- CCc1nnc(NC(=O)CSc2nccn2-c2cccc(C)c2)s1
→ 4, 14, 3, 7, 1, 1.1, 5, 10, 10
- COC(=O)c1ccccc1NC(=O)C1CC(=O)N(C2CCCCC2)C1 (stereo not given)
→ 2, /, -1, -6, 1, 1, 13, 4, 5
- CC(=O)C1=C(O)C(=O)N(c2cc(C(C)(C)C)on2)C1c1ccc(Br)cc1 (stereo not given)
→ -6, 0, -6, -2, 2, 1.1, -10, -12, 5
- C=CCn1c2ccccc2c2nnc(SCc3ccc4nonc4c3)nc21
→ -2, 16, 2, 12, 0, 1.1, -4, -9, 1
- COC(=O)c1sc(S(=O)(=O)N2CCC(C)CC2)c(C(=O)OC)c1C
→ 0, 0, -2, -5, 5, 1, -22, 5, 5
- CCOC(=O)N1CCN(c2c(NCCc3ccc(OCC)c(OCC)c3)c(=O)c2=O)CC1
→ 2, 3, 7, -2, 6, 1, 5, 15, 9
- O=C(Nc1ccc(O)c(C(=O)O)c1)c1ccc2c(c1)C(=O)N(CC1CCCO1)C2=O (stereo not given)
→ 2, /, 9, 3, 6, 1.1, 6, 11, 7
- Cc1ccc(/C=N/n2c(C)nnc2C)cc1
→ -1, 1, -2, 3, 1, 1.1, -19, -19, -12
- Cc1cccc2cc(C(c3nnnn3C3CCCC3)N3CCOCC3)c(=O)[nH]c12 (stereo not given)
→ 0, 6, 1, -5, 7, 1.1, 5, -40, 1
- CCOC(=O)C(NC(=O)c1ccccc1OCC)(Nc1ncccn1)C(F)(F)F (stereo not given)
→ 6, -6, 4, 14, 0, 1, -2, 8, 9
- O=S(=O)(c1ccccc1)N1CCN(Cc2ccccc2C(F)(F)F)CC1
→ 11, -9, 6, 3, -4, 1.1, -6, -3, 1
- CCOC(=O)N1CCN(Cc2cc(=O)oc3cc4c(cc23)CCC4)CC1
→ -2, 4, 1, -1, 3, 1.1, 11, 4, 7
- COC(=O)Nc1ccc(NC(C)=O)cc1
→ 0, 3, -13, 12, 5, 1, 9, -65, -11
- COc1ccc(Cn2nnc3c(=O)[nH]c(C(=O)NCCc4ccc(F)cc4)nc32)cc1OC
→ -1, /, 2, -6, -4, 1, -2, -1, -2
- CC1CCc2sc3ncn4nc(C(=O)NCc5ccco5)nc4c3c2C1 (stereo not given)
→ -1, -12, 2, -2, 5, 1, 8, 0, 6
- CCOC(=O)c1cccc(NC(=O)C2CCCN(S(=O)(=O)c3c(C)n[nH]c3C)C2)c1 (stereo not given)
→ -6, 7, 3, 3, 2, 1, 7, -6, -9
- COc1ccc(Br)cc1-c1noc(-c2ccccc2F)n1
→ 4, -3, 8, 5, 1, 1, 5, -16, -10
- COc1ccc(CC/C(=N\O)C2(O)CCCCC2)cc1
→ 7, 7, 7, 19, 9, 1, -14, 13, 13
- COc1ccccc1CNC(=O)CN(c1ccc(C)cc1)S(=O)(=O)c1c(C)nn(C)c1C
→ 4, 2, 2, 0, 2, 0.98, 8, 16, 10
- CS(=O)(=O)N(CC(=O)NCCSCc1c(F)cccc1Cl)c1ccc2c(c1)OCO2
→ -1, -2, 11, -3, 0, 1, -13, 5, 3
- Cc1cc(N2CCN(S(=O)(=O)c3ccc(Cl)cc3)CC2)c2ccccc2n1
→ 6, 2, 9, -25, -2, 1, 1, 20, 11
- Clc1ccc(-c2noc(CN3CCN(c4ccccc4)CC3)n2)cc1
→ 6, 7, 11, 4, -5, 1, 5, 0, 0
- COc1cc(OC)cc(C(=O)N2CCN(Cc3cccc(F)c3)CC2)c1
→ 4, 22, 1, 2, 0, 1.1, -13, 10, 7
- O=C(Cn1c(=O)n(-c2cccc(Cl)c2)c(=O)n1CC(=O)N1CCCCC1)N1CCCCC1
→ 1, 7, -5, -4, 1, 1, 0, -16, 3
- O=S1(=O)N=C(N2CCOCC2)c2ccccc21
→ 4, -2, 7, -9, -5, 0.98, -2, 3, 0
- Cc1cccc(S(=O)(=O)c2c(N)n(/N=C/c3ccco3)c3nc4ccccc4nc23)c1
→ 2, -62, 1, 10, 2, 1.1, 5, 4, 12

(list continues)
Value order: CatB mix inh, CatL block, FXIa mix inh, CatS inh, CatB block, Abs 340nm, FXIIa inh mix, C1s block, Cathepsin G inh
- Cn1c(CSc2ncccn2)nnc1SCC(=O)N1CCCc2ccccc21
→ 2, -4, 6, -8, 1, 0.99, 5, -9, -6
- Cn1c(=O)c2c(nc(CN3CCN(c4ccccc4)CC3)n2Cc2ccccc2F)n(C)c1=O
→ 4, -2, 1, 2, 3, 1, 18, 15, 9
- Cc1ccc(N=c2oc3cc(O)ccc3cc2C(N)=O)cc1
→ -2, -34, 9, -4, -4, 1.1, -3, -1, 9
- O=C(NCCOCC(F)(F)C(F)F)c1cc(F)c(F)cc1Cl
→ -2, 2, -5, 7, -2, 1.1, -7, -23, -3
- CCOC(=O)c1cc2c(=O)n3cccc(C)c3nc2n(Cc2ccco2)c1=NC(=O)c1cccnc1
→ 2, -56, -8, 3, -6, 0.99, -17, -85, 1
- CC1CC(=O)C2=C(C1)Nc1ncnn1C2c1ccccc1 (stereo not given)
→ 6, 7, 6, 1, -4, 1, 6, 4, 2
- CN(C)CC(=O)N1c2ccccc2CCc2ccc(NC(=O)c3ccc(N)cc3)cc21
→ 5, 5, 5, 11, 5, 1, -32, 14, 14
- COc1cc2c(cc1OC)C(C)N(C(=O)c1cc3n(n1)C(C(F)(F)F)CC(c1ccco1)N3)CC2 (stereo not given)
→ -2, 2, -5, -12, 3, 0.98, -1, -24, 1
- CC(=O)OCc1cc(=O)n(C)c(=O)n1C
→ 4, 16, 3, 0, 6, 1, -5, 0, 2
- Cc1cc(C)n(-c2ccc(C(=O)OCC(=O)c3c(N)n(C)c(=O)n(C)c3=O)cc2)n1
→ 1, -6, -3, 2, -1, 0.97, -2, -12, 8
- CCCn1c2c(c(O)c(C(=O)Nc3ccc(OC)cc3)c1=O)CCCC2
→ 2, -10, 5, 3, -3, 1.1, 4, -1, -7
- COc1ccc(S(=O)(=O)NCC(=O)N(CC(=O)NCC2CCCO2)c2cc(C)ccc2C)cc1 (stereo not given)
→ 4, 1, 3, 11, 1, 1, 3, 16, 9
- O=C(CCCN1C(=O)c2ccccc2C1=O)NC1=NCCS1
→ 0, 12, 2, 11, 3, 1, 3, -3, 8
- CCCC(=O)Nc1cc(Cl)ccc1N1CCN(C(=O)CC)CC1
→ 3, -5, 2, -11, 2, 1, 7, 17, 10
- CCn1ncc(C2=NOC(C(=O)Nc3c(C)n(C)n(-c4ccccc4)c3=O)C2)c1C (stereo not given)
→ 1, /, 0, 13, 4, 1, -5, 0, 9
- CSC1=NCCN1C(=O)c1ccc(S(=O)(=O)N(C)C)cc1
→ 4, /, 8, 15, 1, 1, -14, 3, 0
- COC(=O)c1[nH]c2ccc(C)cc2c1NC(=O)C(C)N1CCN(C2CCCCC2)CC1 (stereo not given)
→ 2, -8, 3, -9, -4, 1.1, 2, -1, 3

One compound at a time, from the list above. Screens in order: CatB mix inh	CatL block	FXIa mix inh	CatS inh	CatB block	Abs 340nm	FXIIa inh mix	C1s block	Cathepsin G inh
Record of COc1ccc(OC)c(NC(=O)CSc2nnc(C)n2Cc2ccccc2)c1 → -2	31	6	-8	4	1	3	19	39
Record of COc1ccc(-n2c(=O)cc(N3CC(C)OC(C)C3)[nH]c2=O)cc1 (stereo not given) → 4	17	10	16	6	1	3	-2	-2
